Source: PubChem BioAssay (The Scripps Research Institute Molecular Screening Center)
ASAP1 inh – ASAP1 ArfGAP inhibition; Q9ULH1; AID 624377; hit rate 0.19% among 360,000; ASAP1-stimulated ARF1 GTP hydrolysis, GDP FP detection; inhibition, % at 16.5 µM; in the data active = inhibition above about 25%;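 note: 0% = vehicle with enzyme and substrate and 100% = no enzyme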
ADAM10 inh – ADAM10 inhibition, QFRET primary screen; recombinant ADAM10, EDANS/DABCYL FRET peptide cleavage, 3 h; O14672; AID 720582; inhibition, % at 7 µM; hit rate 0.62% among 370,000;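 active = inhibition above a per-campaign cutoff equal to the mean of compounds falling between control-based bounds plus 3 SD, cut at about 20% in these data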;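 note: 0% = DMSO wells while the 100% control is not disclosed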
proKLK7 act – proKLK7 (human) activation, primary screen. purified proKLK7, EDANS-DABCYL substrate fluorescence; 100% is mature enzyme control, 0% vehicle. activation, % at 7 µM. hit rate 0.9% among 370,000. AID 652039;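 active = activation above the mean of all tested compounds plus 3 SD, computed per campaign excluding outliers beyond control limits, cut at about 13% in these data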
TDP2 inh – TDP2 (human) inhibition, absorbance primary screen; hit rate 0.34% among 370,000; inhibition, % at 12.8 µM; recombinant TDP2, T5PNP hydrolysis, p-nitrophenol absorbance 415 nm; O95551; AID 720702;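 active = inhibition above the mean of all tested compounds plus 3 SD, set per campaign, cut at about 25% in these data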;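 note: 0% = DMSO with enzyme and 100% = buffer with substrate but no TDP2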
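Incubation: 2 h at 37 °C; Test system: recombinant human TDP2; Quantity: enzyme 120 nM; Read-out basis: percent inhibition; Medium: 50 mM Tris-HCl pH 7.5 with Mg2+, KCl, DTT, BSA; Repeats: single replicate; Compound: 12.8 µM single point, 1% DMSO; Signal: epi absorbance; Reagent: 5 mM T5PNP chromogenic substrate; Benchmarks: no-enzyme high, DMSO-plus-enzyme low.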
LEDGF integ inh – blocks HIV-1 LEDGF/p75-dependent DNA integration. inhibition, % at 3.7 µM. TR-FRET IN-LEDGF/p75 DNA integration, Eu/Cy5. hit rate 0.64% among 370,000;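 active = inhibition above the screen-wide mean plus 3 SD, cut at about 13% in these data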;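 note: signal is the Cy5 over europium emission ratio at 671 and 618 nm; 0% = plate median of compound wells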
PLCg1 inh – PLC-gamma1 (human) inhibition, primary screen | inhibition, % at 12.2 µM | purified PLC-gamma1, fluorogenic substrate, fluorescence | hit rate 0.84% among 370,000 | AID 720700 | P19174; in the data active = inhibition above about 9.5%
Target sequence (P19174 whole entry, looked up): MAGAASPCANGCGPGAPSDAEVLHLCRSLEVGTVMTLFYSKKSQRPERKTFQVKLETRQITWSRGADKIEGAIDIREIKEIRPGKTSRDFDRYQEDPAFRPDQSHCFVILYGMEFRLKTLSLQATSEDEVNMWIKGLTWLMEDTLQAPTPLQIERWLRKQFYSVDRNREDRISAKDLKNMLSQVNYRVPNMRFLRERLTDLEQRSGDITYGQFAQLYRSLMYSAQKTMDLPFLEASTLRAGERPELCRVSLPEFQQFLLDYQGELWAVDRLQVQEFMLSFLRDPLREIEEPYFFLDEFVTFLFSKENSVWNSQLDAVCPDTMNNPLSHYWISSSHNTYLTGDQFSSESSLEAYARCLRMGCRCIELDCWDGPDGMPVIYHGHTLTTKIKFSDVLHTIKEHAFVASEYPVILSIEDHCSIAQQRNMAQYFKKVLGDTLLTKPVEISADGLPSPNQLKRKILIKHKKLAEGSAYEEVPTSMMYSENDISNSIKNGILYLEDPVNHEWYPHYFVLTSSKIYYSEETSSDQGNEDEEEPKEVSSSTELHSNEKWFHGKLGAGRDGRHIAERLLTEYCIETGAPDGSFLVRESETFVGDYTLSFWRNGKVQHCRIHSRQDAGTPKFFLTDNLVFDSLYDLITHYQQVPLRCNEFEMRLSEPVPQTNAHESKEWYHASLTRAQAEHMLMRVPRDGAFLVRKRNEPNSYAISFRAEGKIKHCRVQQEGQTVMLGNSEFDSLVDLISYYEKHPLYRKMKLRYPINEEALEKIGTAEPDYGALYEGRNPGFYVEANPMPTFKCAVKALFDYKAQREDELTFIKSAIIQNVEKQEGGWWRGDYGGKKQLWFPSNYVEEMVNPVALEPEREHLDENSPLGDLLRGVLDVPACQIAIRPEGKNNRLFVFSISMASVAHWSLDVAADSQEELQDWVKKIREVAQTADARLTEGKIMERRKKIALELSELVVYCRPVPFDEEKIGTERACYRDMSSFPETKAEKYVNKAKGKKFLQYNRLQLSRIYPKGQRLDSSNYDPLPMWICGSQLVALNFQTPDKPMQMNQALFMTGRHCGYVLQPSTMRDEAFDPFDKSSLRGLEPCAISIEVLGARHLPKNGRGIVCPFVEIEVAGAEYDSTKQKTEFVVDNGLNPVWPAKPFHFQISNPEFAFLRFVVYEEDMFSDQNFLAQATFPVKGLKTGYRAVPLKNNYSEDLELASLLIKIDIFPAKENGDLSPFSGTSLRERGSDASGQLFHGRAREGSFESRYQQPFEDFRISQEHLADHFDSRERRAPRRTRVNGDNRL
ADAM17 inh – ADAM17 inhibition, QFRET primary screen; AID 720648; hit rate 0.83% among 370,000; P78536; recombinant ADAM17, EDANS/DABCYL FRET peptide cleavage; inhibition, % at 6.95 µM;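 active = inhibition above the mean of compounds lying between control limits plus 3 SD, set per campaign, cut at about 8.5% in these data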;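 note: 0% = DMSO-only wells as the low control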
DDE Tn6 FP inh – DD(E)-Tn6 binding inhibition, primary FP screen; Fibrin DD(E) TRITC-Tn6 fluorescence polarization displacement; hit rate 0.21% among 370,000; inhibition, % at 8.3 µM; P02675;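 active = inhibition above a per-campaign cutoff: mean of compounds within control limits plus 3 SD, cut at about 15% in these data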;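 note: 0% = median of all compound wells on the plate and 100% = blocking peptide control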
ARFGAP1 inhibitor – inhibitors of rat ARFGAP1; Q62848; Arfgap1-stimulated ARF1 GTP hydrolysis, GDP FP detection; inhibition, % at 16.5 µM; hit rate 0.26% among 360,000;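 active = inhibition above a per-plate limit, mean inhibition of low control wells plus 3 SD, cut at about 25% in these data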;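 note: 0% = DMSO wells with enzyme and 100% = wells lacking Arfgap1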
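Material: rat Arfgap1 catalytic domain, aa 1-136; also added: human ARF1(Δ1-17)-GTP substrate; compound dosing: one concentration, 16.5 µM, DMSO 1.26%; incubation: GTP hydrolysis reaction 2 h at 25 °C; measured by: Tracer-displacement fluorescence polarization with EDTA stop, 620/688 nm; evaluation: % inhibition from polarization; repeats: one replicate per compound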
Tn7 DDE FP – inhibitors of Tn7 peptide binding to human fibrin DD(E) | P02675 | FP displacement of FITC-Tn7 peptide from fibrin DD(E); 0% = median of compound wells per plate | inhibition, % at 8.3 µM | hit rate 0.13% among 370,000;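 active = inhibition above the mean of compounds falling within the control limits plus 3 SD of them, cut at about 14% in these data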;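 note: 0% = plate median of compound wells and 100% = 10 µM Aha-Tn7 peptide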
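System: human fibrin DD(E); quantity: Fibrin-DD(E) at 2 µM final; also added: fluorescent Tn7 probe at 0.1 µM; compound dosing: single nominal test concentration of 8.3 µM per compound; schedule: 10 min preincubation, 3 h with tracer, room temperature; detection: fluorescence polarization of the labelled Tn7 tracer; repeats: one replicate per compound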
The depositor's hits bear a star; · = no result given. Compounds were not picked by outcome; any-hit rate near 4.2%.

ADAM17 inh,PLCg1 inh,ASAP1 inh,LEDGF integ inh,Tn7 DDE FP,ADAM10 inh,Structure,DDE Tn6 FP inh,ARFGAP1 inhibitor,TDP2 inh,proKLK7 act
-2,4,-4,-3,8,1,COc1ccc([C@H]2CC(=O)C=C(c3ccc(-c4ccccc4)cc3)C2)cc1OC,1,2,-2,-0.1
-3,0,-8,-2,3,-6,CCCCCOC(=O)C(C)Sc1n[nH]c(=O)[nH]c1=O (centres undefined),10,5,-3,0.1
-3,2,-1,2,2,3,O=C(NCc1cccc(Cl)c1)c1cccnc1,-9,-3,4,-0.2
4,6,-8,2,-7,9,O=C(N/N=C/c1cc([N+](=O)[O-])c(N2CCOCC2)cc1N1CCOCC1)c1cccnc1,-7,-8,2,-1.0
1,-1,1,4,-3,-3,O=C(Nc1ccc(F)c(S(=O)(=O)N2CCOCC2)c1)C1CCCCC1,2,-6,3,-0.3
2,0,-5,5,-2,1,O=C(CCCn1cnc([N+](=O)[O-])n1)Nc1cccc(O)c1,-6,-5,8,-0.1
-8,6,-3,-3,-1,-12,CN(C)C=NC1=NN(c2cccc(C(F)(F)F)c2)CC1,-9,12,-4,0.2
-4,-2,6,0,-3,7,COc1ccc(-c2nc(CS(=O)CC(=O)NC3CCCC3)c(C)o2)cc1 (centres undefined),-14,1,-2,-0.1
2,2,-16,2,2,4,CC(C)(O)C#CC#CCN1CCOCC1,6,0,1,0.2
-1,3,6,2,-3,-3,COc1cccc(C(=O)N/N=C2/SCC(=O)N2CCc2ccc(OC)c(OC)c2)c1,7,-8,-2,0.0
-4,0,8,0,6,-6,COc1ccc(NC(=S)Nc2cccc(S(=O)(=O)N3CCCCC3)c2)cc1,-1,15,6,0.4
-1,3,2,-7,4,-3,COc1cccc(CN2CCC(CO)(CC3CCCCO3)CC2)c1 (centres undefined),-1,4,-3,-0.4
2,4,6,4,-4,2,CCN(CC)C(=O)COc1ccc(S(=O)(=O)N2CCCC2)cc1,3,3,14,-0.3
3,0,-4,2,2,-3,CC(=O)Nc1ccc(S(=O)(=O)N2CCSC2C(=O)O)cc1 (centres undefined),6,-3,-1,-0.1
0,2,-2,4,1,-1,CCN(C(=O)c1ccc2c(=O)n3c(nc2c1)CCCCC3)c1cc(OC)ccc1OC,-9,1,8,-0.2
0,-5,3,0,2,0,NC(=O)Cc1nc2scc(-c3ccc(Cl)cc3)c2c(=O)[nH]1,-1,2,-4,0.3
2,2,-3,7,-2,5,CCCCCCN1C[C@H](O)[C@@H](n2cc(C3CC3)nn2)C[C@@H]1c1ccc(C)cc1,-4,-2,5,0.3
-3,0,-10,2,-5,-6,O=C(Nc1ncccc1Cl)c1ccc2c(c1)OCCO2,5,-5,-6,-0.1
-4,-1,-4,1,7,-2,COc1ccc(N2CCN(C(=O)c3cn(Cc4ccccc4)nc3-c3cccnc3)CC2)cc1,8,1,-1,0.3
-6,-39,-7,-2,3,-12,Nc1nc(-c2cccs2)c(CC(=O)O)s1,6,4,3,-1.1
-3,-1,0,-7,3,-6,O=C(CNC(=O)c1ccccc1Cl)OCC(=O)N1CCc2ccccc21,-1,5,-7,0.1
-6,-2,6,-5,0,-3,Cc1ccc(C)c(NC(=S)N2CCN(c3ccccn3)CC2)c1,-5,-10,-1,-0.4
2,-9,5,-4,1,-7,CC/C(=N/NC(=O)c1ccc(Br)cc1)c1ccc(OCCN2CCOCC2)cc1,-7,6,-11,0.5
-2,2,-8,-5,2,11,Nc1cc2c(cc1C(=O)c1ccc(Cl)cc1)OCCO2,-8,3,-7,-0.1
-2,-2,2,-4,6,-3,COc1cc(CCC(=O)OCC(=O)Nc2c(C)cccc2C(C)C)cc(OC)c1OC,16*,12,-15,-0.4
-4,-3,6,2,-6,-9,Cc1csc2c(N3CCC(C(=O)O)CC3)ncnc12,1,2,14,0.3
-2,0,6,-2,-2,-1,CN(C)CCNc1nc2c(c(=O)[nH]c(=O)n2C)n1CCOc1ccccc1,5,3,8,-0.2
-2,-3,-7,4,3,-9,CCOn1c(=O)c(-c2cccc([N+](=O)[O-])c2)[n+]([O-])c2ccccc21,-2,-4,1,-0.2
-16,-83,-1,-1,-6,-45,N#C/C(=C\C1CC2C=CC1C2)c1nc2ccccc2[nH]1 (centres undefined),-4,5,11,-1.6
-5,-2,4,0,6,-4,O=C(NCc1ccccc1)c1cccc(NC(=O)c2ccco2)c1,2,-8,10,-0.1
-2,4,-7,-1,0,-3,CCC(C)(C(=O)NC1CCCCC1)N(C)C(=O)c1ccc2c(c1)OCO2 (centres undefined),9,-3,0,-0.5
-3,3,-5,0,4,-3,CC(C)CCN1C(=O)c2ccc(C(=O)Nc3cccc(S(N)(=O)=O)c3)cc2C1=O,1,-4,2,-1.2
-2,1,0,-1,-1,1,O=C1NC[C@H](CC2CCCCC2)N(CCc2cccc(F)c2)C1=O,1,7,-1,0.0
-130,-19,16,-5,-2,-404,COCCn1cc(C(=O)N2CCCC(C)C2)c2c3ccccc3n(C)c2c1=O (centres undefined),-7,-4,1,0.6
1,-5,-3,5,-1,0,Cc1ccc(C)c(OCCC(=O)OCC(=O)NCc2ccccc2)c1,-2,7,-7,-0.9
2,1,13,2,-5,-3,O=C(O)CC(Cc1ccc(Br)cc1)C(=O)O (centres undefined),6,9,-17,-0.5
-4,-1,2,0,-3,-4,COc1cc(C(=O)N(CCc2ccccc2)C2=CC3CCC(C2)N3C)cc(OC)c1OC (centres undefined),1,5,8,-0.1
-8,-3,-20,2,6,-16,CCc1ccc2[nH]c(=O)c(CN(CCN(CC)CC)C(=S)NCc3ccco3)cc2c1,6,-5,-6,0.1
1,-1,-2,1,-2,-1,NC(=O)CN1CCCC1c1ccc2c(c1)OCCO2 (centres undefined),-2,-9,2,0.0
-1,-1,-1,0,-1,2,O=C(Nc1ccc(CN2CCOCC2)cc1)c1cc(Cl)ccc1Cl,1,-3,14,-0.2
-2,-1,·,-5,2,0,CC[C@@H](OP(=O)(O)[C@@H](C)N)C(=O)O,5,·,1,-0.6
0,-11,·,0,5,-5,Cc1ccc2c(c1)C(CS(=O)(=O)NCc1ccc(F)cc1)NC2 (centres undefined),7,·,-1,0.0
-1,-2,-17,0,-2,-1,Cc1cccc(NS(=O)(=O)c2cccc(C(=O)NCCCN3CCCC3=O)c2)c1,-3,10,13,0.5
-74,-90,-13,5,-6,-205,CC(C)CNC(=S)N(CCN(C)C)Cc1cc2cc3c(cc2[nH]c1=O)OCCO3,-10,-1,1,4.0
0,8,1,5,2,8,CC(C)c1ccc(-c2nn(-c3ccccc3)cc2C(=O)NCC2CCCO2)cc1 (centres undefined),2,9,-22,0.0
-3,1,2,-5,3,-4,COCc1cc(=O)[nH]c(/N=C(\N)Nc2ccc(Oc3ccccc3)cc2)n1,2,5,-5,0.8
0,4,-2,1,-2,-4,CC(C)N(C(=O)N1CCC(c2nc(-c3ccncc3)no2)CC1)C(C)C,1,-4,5,-0.2
-2,1,-2,-1,4,-8,COC(C(=O)Nc1ccnn1C1CCN(C(=O)c2cccc(F)c2)CC1)c1ccccc1 (centres undefined),8,-11,14,-0.3
4,1,5,6,-9,11,CC(=O)NC(c1ccc(F)c(F)c1)c1nc(-c2ccc3c(c2)OCO3)cs1 (centres undefined),-2,1,-11,-0.4
-1,2,9,-2,-3,-15,Cc1ccccc1N1CCN(C2CCCN(C(=O)c3ccc(Cl)s3)C2)CC1 (centres undefined),0,0,6,-0.7

Next compounds
ADAM17 inh,PLCg1 inh,ASAP1 inh,LEDGF integ inh,Tn7 DDE FP,ADAM10 inh,Structure,DDE Tn6 FP inh,ARFGAP1 inhibitor,TDP2 inh,proKLK7 act
-2,0,15,3,-6,-7,CCn1ncc(Br)c1C(=O)Nc1ccccc1OC,-5,4,-4,0.1
-2,-3,8,0,0,-9,Cc1cc(C(=O)Nc2cccc3ccccc23)n(-c2ccccc2)n1,4,-1,-5,-0.1
-1,0,-18,5,-4,1,O=C(CC1CCCCC1)NCCS(=O)(=O)N1CCN(c2ccccc2)CC1,-9,-2,14,0.0
-6,-1,5,-9,-3,-3,CC(C(=O)Nc1ccc(OCc2ccccc2)cc1)N1CCCC1 (centres undefined),-5,17,-2,0.2
2,9.6*,-5,-1,-7,5,CC(=O)Nc1c(C)nn(-c2ccc(C)c(C)c2)c1C,-2,-1,-4,0.4
-3,-2,3,2,-3,-1,CSc1ccccc1NC(=O)CN(C)C(=O)Cc1c[nH]c2ccccc12,3,-6,14,0.6
0,2,0,3,0,2,Cc1ccc(C(=O)NCCOc2cccc(C)c2)cc1,-4,3,1,-0.1
-2,0,-7,-2,-3,2,COC(=O)c1cnc(SC)nc1C,9,6,8,-0.2
-2,-7,-4,-3,-2,1,O=C(Cc1cccc2ccccc12)N/N=C/c1ccc(Sc2cccc3cccnc23)o1,5,12,-1,-1.0
-26,-50,4,1,-2,-61,CCOC(=O)c1cnc2c(C(=O)OC)cccc2c1NCCN1CCOCC1,6,-11,-3,1.6

Molecules above containing an aryl thioether with sulfur outside any ring, in the order listed:
ADAM17 inh,PLCg1 inh,ASAP1 inh,LEDGF integ inh,Tn7 DDE FP,ADAM10 inh,Structure,DDE Tn6 FP inh,ARFGAP1 inhibitor,TDP2 inh,proKLK7 act
-3,0,-8,-2,3,-6,CCCCCOC(=O)C(C)Sc1n[nH]c(=O)[nH]c1=O (centres undefined),10,5,-3,0.1
-3,-2,3,2,-3,-1,CSc1ccccc1NC(=O)CN(C)C(=O)Cc1c[nH]c2ccccc12,3,-6,14,0.6
-2,0,-7,-2,-3,2,COC(=O)c1cnc(SC)nc1C,9,6,8,-0.2
-2,-7,-4,-3,-2,1,O=C(Cc1cccc2ccccc12)N/N=C/c1ccc(Sc2cccc3cccnc23)o1,5,12,-1,-1.0

Going on with the list.
ADAM17 inh,PLCg1 inh,ASAP1 inh,LEDGF integ inh,Tn7 DDE FP,ADAM10 inh,Structure,DDE Tn6 FP inh,ARFGAP1 inhibitor,TDP2 inh,proKLK7 act
-3,0,1,0,3,10,CCOC(=O)c1c(NC(=O)CSc2nnc(-c3ccco3)o2)sc(C(C)=O)c1C,-2,2,0,0.2
-17,-14,-1,0,-2,-24,O=C1CC(c2ccc(F)cc2)Sc2nc(-c3ccccc3)c(-c3ccccc3)n21 (centres undefined),-2,-4,5,-0.2
0,1,7,2,-3,-3,CC(=O)c1sc(-c2ccc(Cl)cc2)nc1C,0,-6,5,-1.0
0,-3,-6,4,4,7,O=C(NCC(c1ccco1)N1CCc2ccccc2C1)C(=O)Nc1ccc(F)cc1F (centres undefined),5,-4,7,1.1
